Source: PubChem BioAssay
L major viab – Leishmania major promastigote growth inhibition; 200,000 tested, 9% active; Leishmania major promastigotes, resazurin fluorescence viability; inhibition, % at 10 µM;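 also: promastigotes grown with compound for 44 hours at 28 °C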
Diaphorase inh – diaphorase inhibition or chemical oxidation counter-screen; diaphorase resazurin-to-resorufin fluorescence, NADH, 16 min; bacterial (C. kluyveri) enzyme, not human; inhibition, % at 20 µM; 190,000 tested, 0.69% active; AID 1217;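 active = primary screen inhibition at 20 µM above a set limit, cut at about 50% in these data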;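 also: plate controls were DMSO with full reaction for no effect and wells lacking NADH for full effect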
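Assay system: diaphorase enzyme from Clostridium kluyveri. Quantity: enzyme working solution with 0.14 U/mL diaphorase. Schedule: reaction incubation of 16 min at room temperature. Technique: resorufin fluorescence, excitation 544 nm, emission 590 nm. Controls: No-NADH positive control and DMSO neutral control.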
Redox H2O2 prof – compounds producing H2O2 with reducing agent – biochemical, NIH compound library profiling, artefact control for MLSCN library redox annotation, primary screen. activation, % at 10 µM. AID 878. 200,000 tested, 0.03% active. DTT-dependent redox cycling H2O2, phenol red/HRP absorbance; 100% = 100 µM peroxide control, 0% = buffer;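 active = activation of at least 50% relative to the plate's high and low controls in the primary single-dose screen; inactive = activation below 50%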;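 also: compound incubated with DTT at 0.8 mM final as the reducing agent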
PMI act hi M6P – activators of human phosphomannose isomerase at near-saturating mannose 6-phosphate; coupled PMI enzyme assay, resazurin fluorescence, 20 min; active compounds read high; 1 = untreated enzyme, 0 = substrate-free blank; activation factor at 20 µM; 190,000 tested, 0.34% active;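 active = activation factor of 2 or more at 20 µM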
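Material: human phosphomannose isomerase with PGI, G6PDH, diaphorase coupling enzymes. Quantity: 15 ng/mL PMI. Medium: HEPES pH 7.4 buffer with MgCl2 and Tween-20. Reagent: Near-saturating mannose-6-phosphate, 1.0 mM. Compound: 20 µM single dose. Times: enzyme reaction with compound 20 min at room temperature. Detection: resorufin fluorescence at Ex 544/Em 590 nm.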
Diaph act CS – counter-screen for diaphorase-based assays: diaphorase activators and chemical reducers; activation factor at 20 µM; 190,000 tested, 0.005% active; Diaphorase/resazurin coupled assay, resorufin fluorescence, 16 min; active compounds read high; 1 = vehicle wells, 0 = NADH-free wells; AID 1229;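 active = diaphorase activity raised at least twofold by the compound at 20 µM; inactive = activation factor below 2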
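Measured by – red resorufin fluorescence at 544/590 nm excitation/emission · Test system – Clostridium kluyveri diaphorase, purified enzyme · Incubation – reaction time 16 min, room temperature · Buffer or medium – 50 mM HEPES pH 7.4 with 4.542 mM MgCl2, 0.005% Tween 20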
S1P3 antagonist – blocks the human S1P3 receptor; Q99500; CHO S1P3 NFAT-BLA reporter, FRET fluorescence, antagonist mode; inhibition, % at 4.98 µM; 170,000 tested, 0.27% active; AID 485;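 active = inhibition above the plate cutoff, the mean inhibition of test wells on that plate plus 3 SD, cut at about 28% in these data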;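 also: cells challenged with S1P at its EC80 of 0.8 µM; blue over green emission ratio from cleaved BLA substrate after 4 h stimulation; 0% = S1P-stimulated wells and 100% = unstimulated DMSO-only wells; some compounds past the cut are filed as inactive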
TLR4 MyD88 comp – blocks binding of human TLR4 to MyD88 | inhibition, % at 8.4 µM | 200,000 tested, 0.18% active | AID 861 | HeLa CL3-4 TLR4/MyD88 BLA complementation, FRET ratio | O00206+Q99836; in the data active = inhibition above about 25%;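 also: 0% = vehicle and 100% = reference inhibitor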
Target sequence (O00206 whole entry, looked up): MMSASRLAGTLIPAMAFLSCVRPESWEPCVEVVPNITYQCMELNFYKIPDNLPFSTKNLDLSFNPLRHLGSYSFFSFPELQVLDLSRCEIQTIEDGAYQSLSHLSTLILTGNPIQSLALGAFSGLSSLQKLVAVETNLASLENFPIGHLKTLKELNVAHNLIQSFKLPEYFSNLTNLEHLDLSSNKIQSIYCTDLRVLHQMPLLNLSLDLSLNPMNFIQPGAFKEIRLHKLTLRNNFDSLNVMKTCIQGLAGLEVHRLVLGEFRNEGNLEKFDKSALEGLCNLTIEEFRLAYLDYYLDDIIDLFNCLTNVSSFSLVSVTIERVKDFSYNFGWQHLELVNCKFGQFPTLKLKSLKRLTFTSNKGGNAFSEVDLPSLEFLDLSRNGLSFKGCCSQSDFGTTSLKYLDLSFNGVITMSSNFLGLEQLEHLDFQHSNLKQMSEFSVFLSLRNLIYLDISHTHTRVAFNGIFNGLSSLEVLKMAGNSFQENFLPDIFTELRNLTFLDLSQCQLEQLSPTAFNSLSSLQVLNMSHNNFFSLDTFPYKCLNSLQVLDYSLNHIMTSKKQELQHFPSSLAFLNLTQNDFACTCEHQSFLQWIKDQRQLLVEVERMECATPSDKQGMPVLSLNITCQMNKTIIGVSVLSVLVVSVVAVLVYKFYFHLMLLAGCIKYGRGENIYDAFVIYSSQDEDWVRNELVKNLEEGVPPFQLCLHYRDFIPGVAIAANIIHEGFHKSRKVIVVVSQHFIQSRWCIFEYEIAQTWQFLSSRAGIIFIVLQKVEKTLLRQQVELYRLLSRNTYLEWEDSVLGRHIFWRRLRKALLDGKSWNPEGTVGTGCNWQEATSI
Target sequence (Q99836 whole entry, looked up): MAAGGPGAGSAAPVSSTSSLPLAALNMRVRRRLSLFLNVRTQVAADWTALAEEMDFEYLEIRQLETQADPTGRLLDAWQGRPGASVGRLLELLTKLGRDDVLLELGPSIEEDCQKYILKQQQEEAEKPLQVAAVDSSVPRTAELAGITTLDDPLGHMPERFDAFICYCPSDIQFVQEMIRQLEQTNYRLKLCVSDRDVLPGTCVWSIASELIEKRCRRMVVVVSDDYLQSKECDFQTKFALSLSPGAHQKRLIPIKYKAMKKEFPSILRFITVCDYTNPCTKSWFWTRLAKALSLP
PMI activator – increases human mannose-6-phosphate isomerase activity; P34949; purified human PMI, coupled resazurin fluorescence, 20 min; active compounds read high; 1 = vehicle control, 0 substrate-free wells; AID 1214; activation factor at 20 µM; 190,000 tested, 0.005% active;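 active = activation factor of 2 or more at 20 µM, relative to plate controls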
Hsp70 activator – transcriptional activators of Hsp70 | AID 1203 | HeLa Hsp70 promoter luciferase reporter, luminescence; scaled: vehicle 0, proteasome-inhibitor control 100% | activation, % at 10 µM | 200,000 tested, 0.04% active;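 active = activation above the mean across all tested compounds plus 3 SD, cutoff set per campaign, cut at about 5.5% in these data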;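 also: 100% = MG132 at 30 µM as the positive control and 0% = DMSO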
G6PDH counter – L. mesenteroides G6PDH inhibition counter-screen; AID 1020; 200,000 tested, 0.12% active; Purified L. mesenteroides G6PDH, diaphorase/resazurin coupled fluorescence, 45 min; inhibition, % at 5 µM
RAM network inh – inhibitors of the yeast RAM network | S. cerevisiae dse1pr::URA3 reporter, 5-FOA growth OD615, 2 d; analog-sensitive cbk1-as2 kinase mutant strain | AID 868 | 190,000 tested, 1.8% active | inhibition, % at 50 µM;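 active = inhibition above a set limit, 3 SD over mean compound inhibition, cut at about 8.4% in these data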;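 also: 0% = DMSO-only wells with no growth and 100% = 10 µM 1-NA-PP1 full growth; inhibition rescues growth on 5-FOA so higher OD means more RAM inhibition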
* = called active by the depositor; · = no result given. Rule as the data show it, unless noted: active = inhibition above about 50%; inactive = the rest.

Start of the data: the first 3 records as a preview:
No.	Structure	L major viab	Diaphorase inh	Redox H2O2 prof	PMI act hi M6P	Diaph act CS	S1P3 antagonist
1	CSc1nsc(SC)c1C(=O)NCCNS(=O)(=O)c1ccc(C)cc1	4	15	1.1	1.5	0.8	0
2	COCCCn1c(SCC(=O)Nc2cccc(C)n2)nnc1-c1ccco1	-1	4	1.7	1	1	-54
3	NC(=O)c1ncc(C(F)(F)F)cc1Oc1cccc(C(F)(F)F)c1	2	5	0.1	1	1	·

No.	TLR4 MyD88 comp	PMI activator	Hsp70 activator	G6PDH counter	RAM network inh
1	3	1	-0.4	-10	4.3
2	13	1	0.3	-22	0.1
3	0	1	-0.6	10	-1.0

This part in full, from the first entry:
No.	Structure	L major viab	Diaphorase inh	Redox H2O2 prof	PMI act hi M6P	Diaph act CS	S1P3 antagonist
1	CSc1nsc(SC)c1C(=O)NCCNS(=O)(=O)c1ccc(C)cc1	4	15	1.1	1.5	0.8	0
2	COCCCn1c(SCC(=O)Nc2cccc(C)n2)nnc1-c1ccco1	-1	4	1.7	1	1	-54
3	NC(=O)c1ncc(C(F)(F)F)cc1Oc1cccc(C(F)(F)F)c1	2	5	0.1	1	1	·
4	Cn1c2c(c(=O)n(C)c1=O)CN(Cc1ccc3c(c1)OCO3)CN2	1	12	2.2	1	0.9	-18
5	COc1ccccc1/C=C/C(=O)Nc1ccc2c(c1)CCC2	5	10	1.1	1	0.9	-4
6	CCN(CC)S(=O)(=O)c1ccc2[nH]cc(C(=O)NCCc3ccccc3)c(=O)c2c1	8	21	1.8	0.8	0.8	·
7	COC(=O)C1=NN(C(=O)c2ccc(C)cc2)C(O)(c2ccc(Cl)cc2)C1 (stereo unspecified)	-12	6	1.9	1	0.9	·
8	COC(=O)[C@@]1(Cc2ccc(OC)cc2)[C@@H]2C(=CC(=O)[C@H]2CC(=O)C(=O)N2CCCC2)CN1C(=O)c1ccccc1	100*	17	0.6	1	0.8	7
9	CCc1sc(C(=O)NCc2cc(C)n(C)n2)cc1Br	0	11	-1.3	0.9	0.9	-4
10	N#Cc1c(N2C(=O)Nc3ccccc3N2O)sc2c1CCCC2	-3	11	-0.7	1	0.9	-11
11	O=C(c1cccc(S(=O)(=O)N2CCOCC2)c1)N1CCN(c2ccc(F)cc2)CC1	-5	1	-4.9	1.1	1	·
12	COc1ccc(-c2cc3nc(C)c(CCC(=O)N4CCN(c5ccccn5)CC4)c(C)n3n2)c(OC)c1	6	17	1.7	0.9	0.8	-7
13	Cc1n(CC(O)COC2CCCCC2)c2ccccc2[n+]1C (stereo unspecified)	0	9	1.0	0.9	0.9	·
14	CN1CCN(S(=O)(=O)c2ccc(-c3ccc(S(=O)(=O)N4CCN(C)CC4)cc3)cc2)CC1	·	-4	·	1.1	1	-13
15	Cn1c(=O)cc(OCC(=O)NC2CCCCC2)c2ccccc21	-1	14	1.1	1	0.9	5

No.	TLR4 MyD88 comp	PMI activator	Hsp70 activator	G6PDH counter	RAM network inh
1	3	1	-0.4	-10	4.3
2	13	1	0.3	-22	0.1
3	0	1	-0.6	10	-1.0
4	7	1	0.2	0	1.4
5	-16	0.9	0.1	-14	4.6
6	-3	0.8	-0.3	9	6.9
7	18	1	0.1	-2	-1.4
8	-8	1	2.5	11	0.0
9	-4	0.9	-0.1	8	1.6
10	-5	1.1	0.1	1	1.4
11	-3	1	-0.4	11	0.9
12	4	0.9	0.0	-3	0.6
13	-2	0.9	-0.3	0	-1.0
14	·	1.1	·	9	·
15	-7	0.9	-0.4	3	0.0

The list continues.
No.	Structure	L major viab	Diaphorase inh	Redox H2O2 prof	PMI act hi M6P	Diaph act CS	S1P3 antagonist
16	COc1cccc(/C=C/C(=O)OCC(=O)Nc2ccc(Cl)c(S(=O)(=O)N(C)C)c2)c1OC	-6	24	0.1	1	0.8	-33
17	CC1(c2ccccc2)NC(=O)N(CC(=O)NC(=O)NC2CCCC2)C1=O (stereo unspecified)	-1	-8	1.4	1	1.1	4
18	CCC(Cc1ccccc1)NC(=O)CN1C(=O)CSc2ncccc21 (stereo unspecified)	-9	12	-2.2	1	0.9	-22
19	CNc1nc(-c2ccc3c(c2)CCN3C(=O)c2ccccc2F)cs1	0	27	-0.1	0.9	0.7	-1
20	COc1ccc(C(C)=O)cc1Cn1nc(C)c([N+](=O)[O-])c1C	13	7	-1.5	1	0.9	-5
21	COc1ccccc1N(C)S(=O)(=O)c1ccc(C(=O)NC(C)(C)C)cc1	2	10	0.1	1	0.9	·
22	Cc1c(N=Nc2ccc(O)cc2)c(=O)n(-c2ccccc2)n1C	11	-4	-1.4	0.7	1	-13
23	CC(C)Cn1c(N)c(C(=O)COC(=O)CCc2nc3ccccc3s2)c(=O)n(C)c1=O	2	7	-1.3	0.9	0.9	3
24	CCN(CC)S(=O)(=O)c1cc(OC)c(C)cc1C	0	11	0.2	0.7	0.9	-8
25	COc1cc(C(=O)NCCc2ccc(S(N)(=O)=O)cc2)cc(OC)c1OC	-2	16	1.1	1	0.8	-6
26	Cc1cc(O)ccc1NC(=O)c1ccccc1	-3	16	1.4	1	0.8	-37
27	CSc1nc(NCc2ccco2)c2ccccc2n1	70*	13	0.4	0.9	0.9	·
28	CCCCNS(=O)(=O)c1ccc(OC)c(Cl)c1Cl	-3	9	1.9	1	0.9	·
29	CC(C)(C)NC(=O)C(c1ccncc1)N(C(=O)C1CSC(=O)C1)c1ccccc1 (stereo unspecified)	-5	22	0.3	1	0.8	-7
30	Cc1cc(C)c(C#N)c(Sc2nnnn2-c2ccccc2)n1	-5	22	-0.8	0.9	0.8	·

No.	TLR4 MyD88 comp	PMI activator	Hsp70 activator	G6PDH counter	RAM network inh
16	10	0.9	-0.1	2	5.4
17	4	1	-0.2	-1	0.0
18	1	0.9	-0.2	24	1.6
19	5	0.9	-0.1	14	1.0
20	-5	0.8	-0.3	5	0.4
21	1	1	-0.2	12	-1.0
22	-7	0.8	-0.4	3	2.2
23	-9	0.9	1.3	-1	1.2
24	4	0.9	0.1	12	-0.1
25	7	1	0.1	3	1.9
26	-23	1	-0.4	3	-0.5
27	0	1	-0.1	5	1.2
28	-7	0.9	-0.4	7	1.2
29	5	0.9	-0.4	12	0.1
30	5	0.9	0.1	-11	0.7

(listing goes on)
No.	Structure	L major viab	Diaphorase inh	Redox H2O2 prof	PMI act hi M6P	Diaph act CS	S1P3 antagonist
31	CC(C)(C)NC(=O)c1oc2ccccc2c1COc1ccccc1	19	17	-0.4	0.8	0.8	-2
32	COc1ccc(/C=N/Nc2ncnc(Cl)c2N)cc1OC	1	19	-0.3	1.2	0.8	-10
33	CC(C)NC(=O)Cn1c(SCC(=O)N2CCCc3ccccc32)nc2ccccc21	-1	5	1.2	1	0.9	-16
34	Cc1nnc(N(Cc2ccco2)C(=O)c2cccc(C#N)c2)s1	-3	10	2.0	1	0.9	·
35	COC(=O)c1ccc(OCc2nc(N)nc(N3CCOCC3)n2)cc1	-9	4	-1.1	1	1	20
36	COc1ccc(Br)cc1C(=O)Nc1ccc(O)cc1	2	13	-4.5	0.9	0.9	9
37	CCOc1ccc(N(Cc2ccccc2F)C2=NC3CS(=O)(=O)CC3S2)cc1 (stereo unspecified)	48	20	-0.9	0.8	0.8	-19
38	CCc1ccccc1NC(=O)CC1CS(=O)(=O)CC1CC(=O)Nc1ccccc1CC (stereo unspecified)	-5	4	-0.2	1.1	1	-11
39	CCc1cccc2c(=O)c(C(=O)N3CCCCCC3)c[nH]c12	-5	17	1.2	0.9	0.8	-19
40	Cc1cc(C)c(S(C)(=O)=O)c(Oc2ccc(C(C)(C)C)cc2)n1	3	14	-4.8	0.9	0.9	·
41	Cc1[nH][nH]c(=O)c1C=NCc1cccc(C(F)(F)F)c1	-5	9	-2.0	1	0.9	-4
42	NC(=O)NC(c1ccccc1)c1ccccc1F (stereo unspecified)	0	9	0.3	1	0.9	-18
43	COC(=O)c1oc2nc(C)cc(C)c2c1N	18	7	2.6	1	0.9	11
44	COc1ccccc1C(=O)Nc1nnc(-c2ccco2)s1	8	0	-0.3	1	1	·
45	O=C(NC1CCN(Cc2ccccc2)CC1)C12CC3CC(CC(C3)C1)C2	88*	-1	-0.2	1.2	1	·

No.	TLR4 MyD88 comp	PMI activator	Hsp70 activator	G6PDH counter	RAM network inh
31	2	0.8	-0.2	0	6.7
32	-13	1.1	-0.4	0	1.6
33	-1	1.1	-0.1	7	2.3
34	0	0.8	-0.4	11	2.1
35	-25	1	0.1	1	4.8
36	-1	0.9	-0.2	15	4.9
37	-10	0.8	-0.2	4	0.7
38	-3	1	-0.3	-2	4.1
39	-2	0.9	-0.5	-6	0.7
40	-6	0.8	0.0	6	1.9
41	14	1	0.6	1	0.0
42	-2	1	-0.3	-15	2.1
43	-16	0.9	0.0	0	1.5
44	0	0.9	-0.1	12	2.6
45	-2	1.2	-0.1	0	0.1

Continued.
No.	Structure	L major viab	Diaphorase inh	Redox H2O2 prof	PMI act hi M6P	Diaph act CS	S1P3 antagonist
46	COc1ccc(C(=O)c2ccc(OC)c(Br)c2)cc1Br	-2	36	-0.5	1.1	0.6	-13
47	CC(Nc1cc(=O)n(C)c(=O)[nH]1)c1ccccc1 (stereo unspecified)	1	10	0.6	1	0.9	-5
48	Cc1ccc(C)c(NS(=O)(=O)c2c(C)ccc3nsnc23)c1	24	19	-0.1	0.9	0.8	8
49	CCOc1ccc(NC(=O)/C(C#N)=C/c2ccc(N3CCCC3)c(C)c2)cc1	4	18	1.8	0.8	0.8	-6
50	c1ccc2c(N3CCCCC3)nc(N3CCCC3)nc2c1	99*	14	0.7	1	0.9	2
51	CCN1CC(CN(C)Cc2cn(-c3ccc(C)cc3)nc2-c2cccc(C)c2)CC1=O (stereo unspecified)	8	10	-0.2	0.9	0.9	-2
52	O=C(CC(=O)c1cc(Cl)ccc1O)c1ccccc1	99*	12	2.3	1	0.9	-12

No.	TLR4 MyD88 comp	PMI activator	Hsp70 activator	G6PDH counter	RAM network inh
46	-15	1.1	-0.1	10	7.0
47	2	1	-0.2	14	1.0
48	7	1	-0.1	1	2.0
49	27*	0.9	-0.2	9	6.1
50	-7	0.9	-0.3	-18	-0.2
51	-4	1	-0.5	22	1.4
52	12	0.4	0.0	-21	1.8
